RSV antiviral HEp-2 = RSV antiviral activity via CPE protection, HEp-2 cells, primary 10 µM value included (AID 2391); HEp-2 cells, RSV-induced CPE inhibition; higher % means a stronger effect; one-dose CPE inhibition, % at 10 µM; IC50 in µM for titrated hits; 310,000 tested, 0.13% active; in the data active = a potency from the dose series; inconclusive = CPE inhibition mostly from about 23% at the one dose, without a potency; inactive = the rest, 99 in 100 with CPE inhibition below about 21%; note: strong numbers were not always called active
ER stress rescue = rescue of cells from ER stress-induced death, primary screen, 384-well, CSM14.1, thapsigargin, ATP luminescence (AID 1222) | CSM14.1 thapsigargin-induced death rescue, ATP luminescence; higher % means a stronger effect | 190,000 tested, under 10 active | one-dose cellular ATP content (survival), % at 20 µM; EC50 in µM for titrated hits;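 active = EC50 below 50 µM in the dose-response confirmation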;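 note: death triggered by thapsigargin at about 15 µM added after 2 h compound pretreatment; cell ATP read after overnight thapsigargin exposure of roughly 18 to 22 hours; normalized against plate controls of thapsigargin alone and 5% DMSO vehicle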
Large T inhibition = SV40 large T antigen inhibitors, biochemical (AID 1903); SV40 large T antigen ATPase/helicase inhibition assay; higher % means a stronger effect; inhibition, % at 20 µM, or IC50 in µM where a hit was titrated; 310,000 tested, 0.39% active; in the data active = a potency from the dose series; inconclusive = inhibition mostly from about 32% at the one dose, without a potency; inactive = the rest, 99 in 100 with inhibition below about 32%; note: strong numbers were not always called active
Yfh1-off respiration = enhancers of respiration in Yfh1-depleted yeast, dose response, Friedreich's ataxia, plus single-dose screen (AID 1465). S. cerevisiae Yfh1-off respiration, WST-1 reduction, 72 h; higher fold induction means a stronger effect. one-dose fold induction at 50 µM; EC50 in µM for titrated hits. 220,000 tested, 0.074% active;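 active = fold induction of absorbance versus untreated yeast above a set limit, then at least 30% activation at any dose in follow-up; inconclusive = repeats straddling the limit, or above it without dose testing; inactive = fold induction below the set limit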;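 note: activators that raise dye reduction in frataxin-depleted yeast; strong numbers were not always called active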
XIAP displacement = XIAP antagonists, biochemical, IAP family, fluorescence polarization (AID 1018). XIAP BIR domain, fluorescence polarization peptide displacement; higher % means a stronger effect. 200,000 tested, 0.007% active. displacement, % at 20 µM; hits with a dose series show IC50 in µM; in the data active = displacement above about 50%; note: a part of the inactive calls stands beside numbers as strong as those of hits
NS5 inhibitors = Dengue-2 NS5 methyltransferase inhibitors, primary screen, biochemical, confirmation dose response (AID 588689); Genome polyprotein (Dengue virus type 2 (strain 16681-PDK53)); Dengue-2 NS5 methyltransferase capping enzyme assay, biochemical; higher % means a stronger effect; one-dose inhibition, % at 25 µM; IC50 in µM for titrated hits; 340,000 tested, 0.3% active; in the data active = a potency from the dose series; inconclusive = inhibition above about 29% without an active follow-up result
WT yeast gro inh = growth inhibition of WT strain, primary screen, mitochondrial fusion inhibitor project, WT and mutant strains, chemical genetic | 190,000 tested, 2.1% active | mitochondrial fusion phenotypic screen | inhibition, % at 10 µM | AID 1362, 2008; in the data active = inhibition above about 58%; tested in S. cerevisiae
K1F lysis inhibition = inhibition of K1F phage lysis, E. coli UTI89, bacterial capsule biogenesis inhibitors, alamar blue (AID 488966). E. coli UTI89 K1F phage lysis, alamar blue, 2 h; higher % means a stronger effect. inhibition, % at 100 µM; hits with a dose series show IC50 in µM. 340,000 tested, 0.02% active;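 active = phage lysis inhibition, versus mean bacterial control, above a set limit; inconclusive = no clear call, values can overlap the other calls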;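 note: capsule biogenesis inhibitors block K1F phage lysis so surviving cells raise fluorescence; higher fluorescence means more inhibition of phage lysis; actives were called in the ten point dose series up to 300 µM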
West Nile virus CPE = West Nile virus antiviral activity, cell-based, CPE readout (AID 1621); West Nile virus-infected cells, CPE inhibition; higher % means a stronger effect; CPE inhibition, % at 10 µM; hits with a dose series show IC50 in µM; 290,000 tested, 0.02% active; in the data active = a potency from the dose series; inconclusive = CPE inhibition mostly from about 3.7% at the one dose, without a potency; inactive = the rest, 99 in 100 with CPE inhibition below about 2.2%; note: strong numbers were not always called active
WT yeast gro inh mutant strain = also measured in WT yeast gro inh; calls as there; inhibition, %; mitochondrial fusion phenotypic screen, mutant strain inhibition
NS5 inhibitors pilot replicate = also measured in NS5 inhibitors; calls as there; inhibition, %; measured here: pilot screen replicate inhibition
* marks the source's active call; other numbers are inactive results; i = inactive; ? = inconclusive; nt = no result given; [ ] = remark or other dose.

SMILES	RSV antiviral HEp-2	ER stress rescue	Large T inhibition	Yfh1-off respiration	XIAP displacement	NS5 inhibitors	WT yeast gro inh	WT yeast gro inh mutant strain	K1F lysis inhibition	West Nile virus CPE	others
C/C=C/c1ccc(OCCCN2C(=O)NC(C)(C)C2=O)c(OC)c1	3.2%	-1.2%	2%	i	-1.7%	1%	-19	-27	-1.3%	-1.2%
COc1ccc(OC)c(/C=N/NC(=O)c2cccc3ccccc23)c1	1.0%	nt	1%	nt	nt	6%	nt	nt	-0.5%	nt
COc1ccc(C2=NOC(Cn3nc(C(=O)NCC4CC4)cc3-c3ccccc3)C2)cc1 (stereo unspecified)	1.0%	nt	8%	nt	nt	-11%	nt	nt	0.1%	nt
O=C(c1ccco1)N1CCN(Cc2cc(=O)c(OCc3ccccc3Cl)co2)CC1	-2.9%	nt	11%	nt	nt	-6%	nt	nt	1.4%[50 µM]	nt
CN(C)S(=O)(=O)c1ccc(C(=O)Nc2nnc(-c3ccc4c(c3)CCCC4)o2)cc1	-2.1%	-2.3%	0%	i	-6.7%	-1%	68*	-6.2*	0.4%	0.7%
CCNc1nc(NCC)nc(N(CC)C(N)=S)n1	-0.3%	nt	12%	nt	nt	-6%	nt	nt	-0.5%	0.6%
CN(C)c1ccc(P(=O)(CC(=O)N/N=C/c2ccc(C#N)cc2)OCCCl)cc1 (stereo unspecified)	3.2%	1.6%	6%	i	-4.4%	-2%	-12	7	0.2%	-0.1%
CCn1ccnc1CN(C)Cc1cn(-c2cccc(C)c2)nc1-c1cccc(F)c1	-0.1%	2.2%	1%	i	-8.6%	-7%	65	67	0.1%	-1.2%
O=C(Nc1ccc(Cl)c(C(F)(F)F)c1)c1ccncc1	20%	-0.2%	12%	i	-5.1%	-1%	16	1	-0.1%	-0.8%
CC(C)C(c1nnnn1Cc1ccc(F)cc1)N1CCSCC1 (stereo unspecified)	-0.2%	-0.5%	2%	i	-5.2%	-3%	7	-1	2.1%	0.0%
Nc1nnc(N2CCc3ccccc32)s1	21%	nt	25%	i	-12%	0%	2	6	-2.6%	0.0%
COc1ccc(NC(=O)c2cc(S(=O)(=O)N3CCCC3)c[nH]2)cc1	4.2%	nt	nt	nt	nt	-8%	nt	nt	8.8%	-0.3%
Cc1ccc(CS(=O)Cc2ccc(C(=O)NC3CCCCC3)o2)cc1 (stereo unspecified)	-0.2%	nt	0%	nt	nt	-4%	nt	nt	-0.1%	-0.4%
CN(CCOc1ccccc1)Cc1nc2cc(Cl)ccc2c(=O)[nH]1	7.8%	-0.2%	12%	i	-4.4%	-3%	10	-25	0.4%	-1.8%
Nc1nc2c(nc(SCc3ccccc3Br)n2C2OC(CO)C(O)C2O)c(=O)[nH]1 (stereo unspecified)	-1.5%	-1.1%	7%	i	-8.7%	-2%	-12	15	-2.0%	-0.5%

Brought forward from above: two entries; new compounds follow.
SMILES	RSV antiviral HEp-2	ER stress rescue	Large T inhibition	Yfh1-off respiration	XIAP displacement	NS5 inhibitors	WT yeast gro inh	WT yeast gro inh mutant strain	K1F lysis inhibition	West Nile virus CPE	others
CN(CCOc1ccccc1)Cc1nc2cc(Cl)ccc2c(=O)[nH]1	7.8%	-0.2%	12%	i	-4.4%	-3%	10	-25	0.4%	-1.8%
Nc1nc2c(nc(SCc3ccccc3Br)n2C2OC(CO)C(O)C2O)c(=O)[nH]1 (stereo unspecified)	-1.5%	-1.1%	7%	i	-8.7%	-2%	-12	15	-2.0%	-0.5%
CCOC(=O)NCc1ccc(S(=O)(=O)Nc2c(C)cccc2C)cc1	-0.7%	-2.8%	2%	i	0.6%	-2%	nt	nt	2.7%	-0.5%
N#Cc1ccccc1NC(=O)CSc1nnc(-c2ccc(F)cc2)n1-c1ccccc1	nt	-0.7%	17%	nt	-5.6%	-7%	-12	-45	0.0%	nt
O=C(c1cc2cc([N+](=O)[O-])ccc2oc1=O)n1cccn1	-1.1%	2.6%	4%	i	-2.0%	-2%	10	7	-0.1%	0.4%
O=C(CN1C(=O)c2ccccc2C1=O)Nc1cccnc1	1.7%	2.2%	4%	i	-4.5%	-4%	-5	5	1.1%	0.7%
Cc1ccc(N2C(=O)c3ccc(C(=O)O)cc3C2=O)cc1C	-0.8%	-1.5%	-4%	i	-3.9%	9%	-4	-14	0.2%	0.0%
O=C(CNC(=O)c1nc[nH]c1C(=O)NCc1ccccc1)OCc1ccccc1	0.1%	nt	22%	nt	nt	-10%	nt	nt	2.2%	-0.7%
CC(NC(=O)Cc1ccccc1)C1COc2ccccc2O1 (stereo unspecified)	-0.4%	-0.9%	-6%	i	-3.4%	-7%	7	2	0.1%	0.4%
Cc1cc(C)nc(SCCN(C)C)n1	-0.1%	-1.1%	22%	i	-3.2%	nt	-14	-14	0.3%	1.0%
CC(C)c1ccc(NC(=O)N2CCCC2C(=O)Nc2ccc(-n3cnnn3)cc2)cc1 (stereo unspecified)	2.5%	1.6%	5%	i	-4.3%	-13%	0	-8	0.2%	0.0%
O=C(O)c1ccccc1C(=O)NNc1ccc(Cl)cc1Cl	-0.4%	3.8%	3%	i	-7.2%	-1%	33	20	0.3%	0.2%
COC(=O)c1ccc(C(=O)OC)c(NC2=NS(=O)(=O)c3ccccc32)c1	1.0%	-2.0%	5%	i	-7.5%	1%	-20	-9	-0.3%	nt
O=C(NC(Cc1ccccc1)C(=O)O)c1cccnc1Cl (stereo unspecified)	2.9%	nt	5%	nt	nt	-5%	nt	nt	1.3%	0.3%
O=S(=O)(c1ccccc1)N1CCN(CC2CC3C=CC2C3)CC1 (stereo unspecified)	-1.2%	0.7%	4%	i	-0.2%	-8%	0	3	0.0%	-0.6%
COc1ccc(S(=O)(=O)Nc2ccc(O)c(Sc3nc4ccccc4s3)c2)cc1	7.9%	1.7%	0%	i	1.1%	2%	53	26	2.8%	-1.0%
Nc1nnc(SCC(=O)NC2CCCCC2)s1	2.5%	-2.7%	13%	i	-1.2%	nt	-14	-1	0.3%	0.4%
O=c1[nH][nH]c(=S)n1C1CCCCC1	1.8%	nt	41%	i	nt	nt	nt	nt	nt	0.3%
CCOC(=O)c1[nH]ncc1CN1CCCC(C(=O)c2ccc(OC)c(OC)c2)C1 (stereo unspecified)	0.3%	-1.7%	0%	i	-4.1%	-9%	-4	-5	0.0%	0.3%
CSCCC(NC(=O)c1ccccc1Br)C(=O)N1CCCCCCC1 (stereo unspecified)	0.1%	nt	10%	nt	nt	-4%	nt	nt	1.1%[50 µM]	nt
O=c1c2c(ncn1CCO)nc1n2CCC1	1.4%	-2.0%	7%	i	-0.1%	3%	-10	-16	0.2%	-0.2%
Nc1c(C(=O)c2ccc(Cl)cc2)sc2c1c(=O)[nH]c(=O)n2-c1ccccc1	3.8%	10%	9%	i	-4.8%	-10%	21	0	1.5%[50 µM]	-0.6%
COc1ccc(NC(=O)C2Cc3ccccc3CN2C(=O)c2ccccc2)cn1 (stereo unspecified)	1.9%	-0.9%	2%	i	-5.6%	?	-17	13	0.6%	0.1%
COc1ccc(NC(=O)c2cc(-c3ccccc3Cl)on2)cc1OC	3.0%	nt	6%	nt	nt	-4%	nt	nt	0.4%	-0.8%
Cc1cc(C)c(C#N)c(SCC(=O)N(C)C2CCCCC2)n1	0.4%	0.0%	13%	i	-5.3%	5%	16	-17	0.0%	-0.2%
COc1ccc(S(=O)(=O)N2CCOCC2)cc1NC(=O)c1ccccc1C	1.8%	nt	12%	nt	nt	0%	nt	nt	0.7%[50 µM]	0.7%
COc1ccc(OC)c(NC(=O)CNC(c2ccccc2)c2ccccc2)c1	6.7%	nt	20%	nt	nt	-8%	nt	nt	-0.3%	-0.6%
CCOc1ccc(CN(C)C(=O)NNC(=O)c2ccc(C)cc2)cc1OC	2.7%	nt	3%	nt	nt	-1%	nt	nt	0.2%	-0.3%
CN=C1CC(C)(C)CC(=O)/C1=C(/O)CCCN1C(=O)c2ccccc2C1=O	2.3%	-1.3%	7%	i	-4.2%	-1%	-5	22	0.6%	0.9%
O=C(NC1CCCC1)c1cccc(NC(=O)c2ccco2)c1	2.7%	1.2%	9%	i	-7.2%	-6%	-20	-13	1.1%	-0.4%
O=[N+]([O-])c1cccc(/C=N/n2cnnc2)c1O	0.3%	-2.1%	5%	i	-5.2%	1%	-12	5	0.8%[50 µM]	0.2%
Cc1cc(C(=O)NCCC2=CCCCC2)c(C)o1	0.1%	3.1%	34%	i	-0.3%	-3%	0	1	-2.6%	0.0%
Cc1ccc(NC(=O)CSc2nc3ccccc3c(=O)n2CCCC(=O)N2CCCC2)cc1	-0.3%	-0.1%	4%	i	-4.9%	8%	16	18	-0.5%	-0.9%	NS5 inhibitors pilot replicate=1.5
O=C(NCCc1ccccc1)C(=O)NCC1OCCN1S(=O)(=O)c1ccc(F)cc1 (stereo unspecified)	0.0%	nt	5%	nt	nt	5%	nt	nt	0.3%	-1.0%
O=C(NC(=S)Nc1ccccc1N1CCCC1)c1ccco1	1.1%	nt	26%	i	nt	nt	nt	nt	nt	-0.2%
O=C1Nc2ccccc2N(O)N1c1cc(-c2ccccc2Cl)no1	0.8%	-0.7%	-1%	i	-5.4%	-12%	-6	2	0.0%	0.6%
CCOC(=O)c1sc(NC(=O)c2c(OC)cccc2OC)nc1C	2.6%	-0.8%	13%	i	-2.6%	-9%	35	-5	0.4%	-0.4%
O=C(CCC(=O)OCc1ccc(Br)cc1)Nc1ccccc1	0.7%	1.4%	3%	i	-1.0%	-1%	0	-12	1.7%[50 µM]	1.1%
CCc1nn(C(C)C(=O)Nc2cccc(C)c2C)c(=O)c2cc3occc3n12 (stereo unspecified)	2.6%	1.4%	25%	i	-4.5%	1%	-7	4	0.9%	0.3%
Cc1c(C(=O)NCc2ccc3c(c2)OCO3)cccc1[N+](=O)[O-]	2.6%	-2.1%	10%	i	-8.2%	0%	-10	-12	1.6%	-0.7%
O=C(CCNC(=O)c1ccc([N+](=O)[O-])cc1)Nc1ccccc1N1CCOCC1	1.1%	-1.1%	7%	i	-4.8%	1%	1	5	0.0%	-1.1%
Nc1c(-c2ccccc2)cnc2cc(-c3ccccc3)nn12	nt	-0.2%	15%	i	-3.7%	-11%	-6	13	-2.2%	0.9%
O=C(Cn1c(=O)n(CC(=O)N2CCCCC2)c(=O)c2sccc21)NCc1ccccc1	2.3%	nt	3%	nt	nt	-10%	nt	nt	0.4%	-0.3%
NC(=O)C1(N2CCCCC2)CCN(C(=O)c2ccccc2)CC1	1.3%	1.6%	-1%	i	-4.2%	-1%	-6	2	-1.2%	0.1%
COc1ccccc1CNc1cc(C)ccc1C	0.5%	-3.9%	20%	i	-7.5%	3%	-3	7	-1.1%	0.1%
